Assay outcomes from PubChem BioAssay.
TIM10 inh: inhibits growth of TIM10 yeast strain | inhibition, % at 10 µM | hit rate 1.4% among 330,000 | S. cerevisiae TIM10 strain growth, BacTiter-Glo luminescence, 24 h;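 active = inhibition of 40% or more at the single tested concentration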;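 note: wild-type TIM10 isogenic control strain grown at permissive 25 °C; 0% = DMSO yeast wells and 100% = minimal medium wells without yeast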
Apaf-1 inh: blocks human Apaf-1 apoptosome activity; O14727; reconstituted apoptosome caspase-3 activity, DEVD-Rh110 fluorescence; inhibition, % at 20 µM; hit rate 0.71% among 330,000; active = inhibition of at least 40% at 20 µM;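 note: plate controls were DMSO wells for no effect and DEVD-CHO caspase inhibitor wells for full effect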
Target sequence (O14727 whole entry, looked up): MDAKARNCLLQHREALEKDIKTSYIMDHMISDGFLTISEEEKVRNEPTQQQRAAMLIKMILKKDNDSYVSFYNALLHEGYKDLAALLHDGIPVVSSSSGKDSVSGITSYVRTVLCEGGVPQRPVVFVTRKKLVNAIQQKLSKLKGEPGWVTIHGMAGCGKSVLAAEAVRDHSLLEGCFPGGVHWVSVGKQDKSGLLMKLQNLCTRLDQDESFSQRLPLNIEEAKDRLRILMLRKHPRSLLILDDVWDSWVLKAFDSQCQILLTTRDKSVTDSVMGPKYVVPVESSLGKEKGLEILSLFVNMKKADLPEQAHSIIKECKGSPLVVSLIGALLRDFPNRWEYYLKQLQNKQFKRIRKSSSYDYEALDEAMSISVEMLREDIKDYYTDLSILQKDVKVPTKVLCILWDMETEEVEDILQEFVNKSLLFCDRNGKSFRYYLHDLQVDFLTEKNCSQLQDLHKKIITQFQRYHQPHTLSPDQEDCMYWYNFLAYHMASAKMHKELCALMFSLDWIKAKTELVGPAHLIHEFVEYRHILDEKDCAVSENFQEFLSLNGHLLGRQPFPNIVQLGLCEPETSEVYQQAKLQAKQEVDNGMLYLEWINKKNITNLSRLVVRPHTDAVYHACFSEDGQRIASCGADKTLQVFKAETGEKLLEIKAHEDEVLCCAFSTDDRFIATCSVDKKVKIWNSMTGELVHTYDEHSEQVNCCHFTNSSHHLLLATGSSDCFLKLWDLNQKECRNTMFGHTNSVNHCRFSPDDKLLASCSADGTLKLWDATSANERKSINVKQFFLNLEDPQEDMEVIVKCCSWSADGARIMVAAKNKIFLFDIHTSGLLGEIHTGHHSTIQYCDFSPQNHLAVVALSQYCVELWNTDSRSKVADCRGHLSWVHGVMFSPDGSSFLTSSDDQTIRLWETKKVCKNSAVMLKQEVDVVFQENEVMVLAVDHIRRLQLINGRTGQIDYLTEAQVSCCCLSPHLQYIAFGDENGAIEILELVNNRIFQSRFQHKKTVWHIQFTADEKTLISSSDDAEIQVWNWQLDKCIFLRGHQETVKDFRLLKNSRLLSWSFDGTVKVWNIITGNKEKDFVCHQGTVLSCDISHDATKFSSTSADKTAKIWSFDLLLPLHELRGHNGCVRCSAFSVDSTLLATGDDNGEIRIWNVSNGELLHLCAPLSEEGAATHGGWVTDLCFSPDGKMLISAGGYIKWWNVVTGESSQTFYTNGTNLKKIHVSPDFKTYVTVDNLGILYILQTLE
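Material: reconstituted apoptosome with Apaf-1, cytochrome c, caspase-9, procaspase-3, dATP. Technique: Rh110 fluorescence intensity. Buffer or medium: pH 7.5 Hepes buffer with CHAPS, BSA, DTT. Times: 30 min plus 50 min, RT.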
hIAP activ: human IAP activation. hit rate 0.16% among 330,000. purified human IAP, CDP-Star luminescence, 30 min; stronger effect = higher value; 1 = vehicle-only enzyme, 0 = enzyme-free background. activation factor at 10 µM;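 active = activation factor of the enzyme at least 2-fold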; note: the source names both 10 and 20 µM as test concentration; values of inactives mirror those of a sister screen read the other way
mIAP block: blocks mouse intestinal alkaline phosphatase | hit rate 0.2% among 330,000 | inhibition, % at 10 µM | purified mouse IAP, CDP-Star luminescence, 30 min | AID 2806;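 active = inhibition of at least 40% at 10 µM in the primary screen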;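 note: plate controls were DMSO with enzyme for no effect and no enzyme wells for full effect; values of inactives mirror those of a sister screen read the other way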
tim10-1 inh: tim10-1 yeast growth inhibition; hit rate 2.2% among 330,000; inhibition, % at 20 µM; S. cerevisiae tim10-1 ts strain growth, BacTiter-Glo, 24 h; AID 463190;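 active = inhibition of at least 40%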;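 note: mutant grown at 25 °C; 0% = DMSO wells with yeast and 100% = wells holding no yeast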
mIAP act: increases mouse intestinal alkaline phosphatase activity; muIAP, CDP-Star luminescence, 30 min; stronger effect = higher value; 1 = vehicle-only enzyme signal, 0 = enzyme-free wells; activation factor at 10 µM; hit rate 0.24% among 330,000;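 active = activation factor of at least 2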; note: the source names both 10 and 20 µM as test concentration; values of inactives mirror those of a sister screen read the other way
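Assay system: mouse IAP enzyme; Reagent: CDP-Star chemiluminescent phosphatase substrate; Compound: DMSO-dissolved test compounds; Incubation: 30 min, room temperature; Technique: luminescence from enzymatic CDP-Star hydrolysis; Controls: DMSO-only wells and no-enzyme negative control.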
NLRP3 yeast inh: inhibitors of NALP3 inflammasome in yeast. inhibition, % at 10 µM. Yeast reconstituted NLRP3/ASC/caspase-1, beta-gal luminescence, 24 h. AID 2825. hit rate 0.39% among 330,000;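 active = inhibition of 50% or more; inactive = inhibition below 50%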;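 note: plate controls were induced DMSO wells for no effect and uninduced yeast grown without galactose for full effect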
hIAP block: human IAP inhibition; hit rate 0.12% among 330,000; purified IAP, CDP-Star luminescence, 30 min; inhibition, % at 10 µM; P09923;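 active = inhibition reaching a set limit with compound at 10 µM in the primary screen, cut at about 35% in these data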;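 note: plate controls were DMSO wells with enzyme for no effect and no-enzyme buffer wells for full effect; values of inactives mirror those of a sister screen read the other way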
ATG4B inhibitor: inhibitors of human ATG4B cysteine protease; ATG4B cleavage of LC3-PLA2, NBD-HPC fluorescence, 1 h; Q9Y4P1; hit rate 0.51% among 340,000; inhibition, % at 8.33 µM; AID 504462; in the data active = inhibition above about 40%
The depositor's hits bear a star; x = no result given.

SMILES	TIM10 inh	Apaf-1 inh	hIAP activ	mIAP block	tim10-1 inh	mIAP act	NLRP3 yeast inh	hIAP block	ATG4B inhibitor
COc1ccc(OC)c(S(=O)(=O)NCCCc2ccccc2)c1	9	-2	0.9	-4	21	1	17	10	2
C=CCOc1ccc(/C=C/C(=O)Nc2ccc(C(=O)NC)cc2)cc1	-3	-5	0.9	5	2	0.95	6	10	-5
COc1ccccc1N(CC(=O)NCc1ccccc1C)S(=O)(=O)c1ccc(C)cc1	32	15	1.1	-2	8	1	20	-8	22
COc1cccc(C(=O)N2CCC(C(=O)NCc3ccc(C)cc3)CC2)c1	-10	10	1.2	-3	-5	1	12	-20	-3
COc1ccc(NC(=O)C2CCN(c3nc(-c4ccc(OC)cc4)no3)CC2)cc1	-12	-5	1	-3	3	1	7	-3	-2
Cn1cnc2c1c(=O)n(CC(O)CO)c(=O)n2C (centres undefined)	8	0	0.93	1	7	0.99	7	7	-4
O=C1c2ccccc2C(=O)N1CC1CCCO1 (centres undefined)	-3	2	0.91	1	-18	0.99	15	9	1
O=C(NC1CCCC1)C(c1ccc(F)cc1)N(C(=O)Cc1cccs1)c1ccc2c(c1)OCCO2 (centres undefined)	1	17	1	-6	14	1.1	3	-3	-6
O=C(CCCN1C(=O)CCC1=O)Nc1ccccc1F	-6	-11	1	5	-2	0.95	8	-1	-7
COc1ccc(-n2c(SCc3ccc(C#N)cc3)nnc2-c2ccccn2)cc1	36	12	0.98	-7	38	1.1	8	2	7
Cc1ccc2c(c1)COc1c3ccc(C(=O)NC(C)C)cc3nn1-2	32	-7	1.1	3	28	0.97	19	-8	-7
CC1CCC(N2CCN(C(=O)c3ccccc3F)CC2)CC1 (centres undefined)	-3	-28	1.1	21	8	0.79	6	-11	5
Cc1ccc(N2CC(C(=O)NCC3CCCO3)CC2=O)cc1Cl (centres undefined)	3	6	0.96	-6	12	1.1	2	4	4
CCOc1ccc(N2C(=O)CC(Cc3cc(C)cc(C)c3)C2=O)cc1 (centres undefined)	-5	16	1	-5	24	1.1	16	-4	-3
Cc1cccc(OCc2ccc(C(=O)Nc3cc(C)on3)o2)c1	-18	1	1.1	-3	-14	1	14	-7	0
O=C(O)c1cccc2c1C(=O)c1cccc3snc-2c13	7	-12	1.1	6	-12	0.94	1	-5	2
CNc1nc(-c2ccc(S(=O)(=O)N3CCCCC3)cc2)cs1	7	17	1	-1	16	1	-5	-3	-3
Cc1ccc(CNC(=O)CN(c2cccc([N+](=O)[O-])c2)S(C)(=O)=O)cc1	6	-20	1.2	4	13	0.96	23	-22	5
O=C(C1CC(=O)N(c2ccc(F)cc2)C1)N1CCCCC1 (centres undefined)	-9	10	0.94	-6	10	1.1	0	6	-8
CCOC(=O)[C@H]1[C@H]2COc3ccc(C)cc3[C@@H]2N2C(=O)c3ccc(F)cc3NC(=O)[C@@]12C	11	5	0.99	-4	11	1	17	1	-10
CCn1c(=O)c(C(=O)Nc2ncccc2O)c(O)c2ccccc21	-23	-7	1.5	6	-22	0.94	20	-46	-11
Cc1ccccc1CCN1CCCC(CN(C)CC(C)(C)C)C1 (centres undefined)	-16	0	0.96	-3	-12	1	14	4	-1
O=C(NCCCN1CCN(Cc2ccccc2)CC1)c1nnc(Cc2c(F)cccc2Cl)o1	5	-2	0.88	-4	6	1	12	12	-6
O=C(NCCN1CCCC1)c1cccc(Cl)c1	-7	-3	0.88	0	12	0.99	17	12	-5
CC(C)C(=O)NC(=S)Nc1ccc(S(=O)(=O)N2CCCC2)cc1	12	4	1	-9	13	1.1	18	-5	-14
Cc1cccc(NC(=S)N2CCN(c3ccccn3)CC2)c1	3	7	0.84	-2	-3	1	11	16	-1
CC(/C=N/Nc1nc(N2CCCCC2)nc(N2CCCCC2)n1)=C\c1ccccc1	23	5	1	-7	11	1.1	19	-1	-8
COc1cccc(C2CC(c3cccs3)=NN2C(=O)CSC2=NCCS2)c1OC (centres undefined)	17	19	1.1	1	35	0.99	11	-7	8
CCc1ccc(CNC(=O)c2ccc(NC(=O)C3=CSCCO3)cc2)cc1	8	-4	0.82	8	44*	0.92	23	18	8
Cc1ccccc1CN1C[C@@H]2C[C@@H](c3ccc4nsnc4c3)N3CCC[C@@]23C1=O	12	-2	0.95	4	2	0.96	22	4	-11
S=C(NCC1CCCO1)Nc1ccc(Cl)cc1 (centres undefined)	-2	11	0.98	-5	28	1.1	-7	2	-9
Cc1cccc(NC(=O)CSc2nnc(-c3ccco3)n2CC2CCCO2)n1 (centres undefined)	-4	13	1.1	5	3	0.95	1	-12	6
CCn1ncc(Br)c1C(=O)Nc1cc(C)on1	2	1	0.94	1	2	0.99	14	6	-5
O=C(c1ccc(Br)o1)N1CCc2ccccc21	5	-1	1	6	-7	0.94	28	-3	x
N#CC1(c2ccccc2)CCCN1C(=O)c1ccccc1Br (centres undefined)	10	-3	0.97	0	9	1	18	3	3
CCCn1nc(NC(=O)c2ccco2)c2cc3cc(C)ccc3nc21	-4	14	0.94	-16	34	1.2	19	6	-9
O=C(CCn1cnc2ccccc2c1=O)Nc1ccc(S(=O)(=O)N2CCCC2)cc1	-6	-5	1.1	4	8	0.96	-15	-6	-11
Cc1ccc2c(c1)N(CC(=O)NC1CCC(C)CC1)C(=O)CO2 (centres undefined)	19	0	0.97	-6	18	1.1	7	2	0
COc1ccc(C2SCC(=O)N2c2nnc(C34CC5CC(CC(C5)C3)C4)s2)cc1 (centres undefined)	12	15	0.94	-7	25	1.1	-5	6	-1
COc1cc(/C=N/O)cc(Br)c1OC	-24	2	0.97	2	8	0.98	8	3	-13
Cc1ccc(NS(=O)(=O)c2ccc(CCC(=O)NCc3cccnc3)cc2)cc1	-9	4	1	0	-18	1	18	-4	-3
COc1ccc(NC(=S)N2CCC(c3ccc(C)cc3)C2)cc1 (centres undefined)	28	-25	0.86	-1	8	1	28	14	8
Cc1nc2nc(COc3ccccc3)[nH]n2c(=O)c1Cl	13	1	1.1	3	-1	0.97	12	-6	-6
Cc1ccc(C(=O)COC(=O)c2cccc(NC(=O)c3ccc([N+](=O)[O-])cc3[N+](=O)[O-])c2)cc1	8	9	0.99	2	9	0.98	22	1	0
COc1ccc(-n2c3c(cc(C(=O)N4CCC(C)CC4)c2=O)C(=O)CC(C)(C)C3)cc1	4	-10	0.94	-9	5	1.1	10	6	1
Cn1c(-c2ccccc2)c(C(=O)CC#N)c2ccccc21	38	2	0.94	-3	22	1	10	6	3
O=c1c2ccccc2n2c(-c3cccc(F)c3)nnc2n1Cc1ccccc1	11	3	0.95	6	15	0.94	10	5	0
Nc1ccc(C2(c3ccc(N)cc3)OC(=O)c3ccccc32)cc1	6	-3	0.8	-8	-4	1.1	11	20	-5
CC1(C)N=C(c2cccs2)C(C)(C)N1O	2	2	0.93	2	-3	0.98	-4	7	-1
CC(=O)N[C@@H](C)C(=O)N1CCN(S(=O)(=O)c2ccc(Cl)cc2)CC1	8	-20	2.8*	5	5	0.95	15	-177	3
COc1ccc(NC(=O)CN2CCN(C(=S)NC3CCCC3)CC2)cc1	3	-8	1.1	-5	-3	1.1	4	-6	-8
O=C(CCCC(=O)N1CCN(c2cccc(Cl)c2)CC1)c1ccccc1	8	8	0.98	1	30	0.99	2	2	6
CCOC(=O)c1cnn(-c2ccccc2)c1-c1ccncc1	-5	0	0.99	0	12	1	15	1	-4
CCCn1c(SC2C(=O)CC(C)(C)CC2=O)nc2c1c(=O)n(C)c(=O)n2C	15	-1	0.9	8	9	0.92	1	10	7
Cc1ccc(NC(=O)c2noc3c2CCCCC3)cc1	22	3	1	0	20	1	19	0	9
O=[N+]([O-])c1ccc(Oc2ncccn2)cc1	-7	-11	0.88	-13	10	1.1	1	12	-3
CCCOC(=O)C1[C@H]2C(=O)N(CCCOC)C[C@]23C=C[C@H]1O3 (some centres undefined)	-5	-15	0.77	9	-4	0.91	-2	23	-3
O=C(Cn1cc(C(F)(F)F)ccc1=O)NC(c1ccccc1)c1ccccc1	-14	2	1.1	-6	13	1.1	-1	-7	3
Cc1ccc(-n2c(SCC(=O)Nc3cc(C)on3)nc3ccccc3c2=O)cc1	-2	-29	0.95	7	2	0.93	-1	5	12
O=C(COc1ccccc1)NNC(=O)c1ccc(Cl)cc1	-18	-1	1	6	-24	0.94	10	-1	1
Cc1c(C(=O)O)sc(=S)n1CCOc1ccccc1	-4	3	1.2	0	-4	0.99	-3	-18	-2
O=C(CN1C(=O)NC2(CCCCCCC2)C1=O)Nc1ccc(Br)cc1Br	10	21	0.97	-4	25	1	7	3	-3
Cc1cccc(NC(=O)COc2cccc3c2CCN(C)C3=O)c1C	-3	1	1	-4	8	1	-1	-1	6

Compounds listed so far that contain fluorine, in the order listed:
SMILES	TIM10 inh	Apaf-1 inh	hIAP activ	mIAP block	tim10-1 inh	mIAP act	NLRP3 yeast inh	hIAP block	ATG4B inhibitor
O=C(NC1CCCC1)C(c1ccc(F)cc1)N(C(=O)Cc1cccs1)c1ccc2c(c1)OCCO2 (centres undefined)	1	17	1	-6	14	1.1	3	-3	-6
O=C(CCCN1C(=O)CCC1=O)Nc1ccccc1F	-6	-11	1	5	-2	0.95	8	-1	-7
CC1CCC(N2CCN(C(=O)c3ccccc3F)CC2)CC1 (centres undefined)	-3	-28	1.1	21	8	0.79	6	-11	5
O=C(C1CC(=O)N(c2ccc(F)cc2)C1)N1CCCCC1 (centres undefined)	-9	10	0.94	-6	10	1.1	0	6	-8
CCOC(=O)[C@H]1[C@H]2COc3ccc(C)cc3[C@@H]2N2C(=O)c3ccc(F)cc3NC(=O)[C@@]12C	11	5	0.99	-4	11	1	17	1	-10
O=C(NCCCN1CCN(Cc2ccccc2)CC1)c1nnc(Cc2c(F)cccc2Cl)o1	5	-2	0.88	-4	6	1	12	12	-6
O=c1c2ccccc2n2c(-c3cccc(F)c3)nnc2n1Cc1ccccc1	11	3	0.95	6	15	0.94	10	5	0
O=C(Cn1cc(C(F)(F)F)ccc1=O)NC(c1ccccc1)c1ccccc1	-14	2	1.1	-6	13	1.1	-1	-7	3
